Screens as filed in PubChem.
FUS suppressor: FUS proteinopathy suppression in yeast | S. cerevisiae FUS-expressing, growth rescue, OD600, 24 h | Potency, µM (series often up to 76.6 µM), for inactives: at the highest dose growth rescue (activation), most hits filed as activators | hit rate 0.24% among 390,000;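 note: potency is the fitted concentration of half-maximal effect; plate controls were DMSO vehicle for no effect and reference control for full effect; nearly all actives have a fitted effect of over 55% in size; some results filed as inactive show a strong effect at the top dose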
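Cultures pregrown in 2.5% raffinose medium are shifted to minimal medium containing 2% galactose to express toxic FUS. Compounds are tested at several concentrations. After 24hr at 30C, growth is quantified at 600 nm absorbance.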
Abeta rescue: A-beta toxicity reversal in yeast | yeast expressing A-beta42, growth rescue, OD600, 48 h; response scale: 0% DMSO, 100% iron-clioquinol control | Potency, µM (top dose mostly 46.1 µM), for inactives: at the highest dose growth rescue, hits mostly activators | hit rate 0.063% among 410,000; note: potency is the fitted concentration of half-maximal effect; nearly all actives have a fitted effect of over 55% in size
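Yeast A-beta toxicity model in growth medium with pinned compounds, 48 h at 30 C; growth read as absorbance at 600 nm. Normalized to FeCl3/clioquinol equimolar mix (positive) and DMSO (negative).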
aSyn rescue: alpha-synuclein toxicity inhibition in yeast | Yeast expressing alpha-synuclein, growth rescue, BacTiter-Glo, 24 h | Potency, µM (doses to about 46.1 µM), for inactives: at the top dose growth rescue (activation), hits mostly activators | hit rate 0.14% among 370,000 | AID 652106; note: potency is the fitted concentration of half-maximal effect; % of control where 0% means no effect; nearly all actives have a fitted effect of over 65% in size
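Screening used galactose-induced yeast with toxic alpha-synuclein levels, exposed to compound for 24 hr at 30 deg C. Cell growth, read with BacTiter-Glo luminescence, gave the measured signal.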
DRD3 agonist: D3 dopamine receptor (human) agonism. D3R DiscoveRx beta-arrestin cells, luminescence, 90 min. P35462. max activation, %. hit rate 0.58% among 410,000; in the data active = max activation above about 30%; note: 0% is about no effect; mostly tested at two doses, the higher about 12 µM
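Agonist-mode cell screen: cells plated at 1500/well and incubated overnight at 37 °C, then exposed to library compounds for 90 min at 37 °C. Detection reagent was added for 30–60 min at room temperature, and luminescence was read.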
EPAC2 ag: agonists of human EPAC2 (RAPGEF4). EPAC2 activation, biochemical qHTS; response scale: 100% = 6.5 mM cAMP response. AID 720711. Potency, µM (top dose mostly 154 µM), without a hit: top-dose activation, usual class: activators. Q8WZA2. hit rate 0.079% among 360,000; note: potency is the fitted concentration of half-maximal effect; nearly all actives have a fitted effect of over 50% in size
Target sequence (Q8WZA2 whole entry, looked up): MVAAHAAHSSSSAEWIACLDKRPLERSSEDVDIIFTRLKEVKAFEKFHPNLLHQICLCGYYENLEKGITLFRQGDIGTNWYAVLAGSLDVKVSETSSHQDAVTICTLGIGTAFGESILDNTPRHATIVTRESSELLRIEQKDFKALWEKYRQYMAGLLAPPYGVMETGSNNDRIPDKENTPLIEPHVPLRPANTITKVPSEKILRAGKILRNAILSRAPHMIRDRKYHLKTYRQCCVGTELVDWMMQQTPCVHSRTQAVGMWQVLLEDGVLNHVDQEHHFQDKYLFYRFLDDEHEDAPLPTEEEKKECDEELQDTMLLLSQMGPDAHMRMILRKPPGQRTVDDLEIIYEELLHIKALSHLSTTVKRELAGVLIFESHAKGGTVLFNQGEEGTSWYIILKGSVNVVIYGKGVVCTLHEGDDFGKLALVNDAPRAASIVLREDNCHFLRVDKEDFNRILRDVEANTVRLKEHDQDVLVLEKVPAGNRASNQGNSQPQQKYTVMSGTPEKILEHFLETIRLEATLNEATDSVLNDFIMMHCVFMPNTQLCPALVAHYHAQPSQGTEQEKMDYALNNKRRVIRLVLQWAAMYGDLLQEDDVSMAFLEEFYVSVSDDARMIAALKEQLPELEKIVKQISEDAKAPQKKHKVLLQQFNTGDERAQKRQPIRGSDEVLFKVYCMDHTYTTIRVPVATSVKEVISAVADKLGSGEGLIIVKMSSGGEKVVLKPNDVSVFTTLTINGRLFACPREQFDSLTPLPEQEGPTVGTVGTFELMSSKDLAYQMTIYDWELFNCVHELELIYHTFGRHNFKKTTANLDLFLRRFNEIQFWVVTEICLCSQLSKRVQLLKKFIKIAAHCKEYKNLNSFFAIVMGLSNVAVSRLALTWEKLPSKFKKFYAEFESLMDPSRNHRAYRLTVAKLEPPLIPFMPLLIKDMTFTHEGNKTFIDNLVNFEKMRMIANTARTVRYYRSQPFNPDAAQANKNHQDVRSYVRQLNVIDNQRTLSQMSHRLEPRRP
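Nucleotide exchange monitored as fluorescence drop when BODIPY-GDP leaves Rap1B. Reaction: 100 nM EPAC2, 250 nM RAP1B-BODIPY-GDP, 50 uM GDP, room temperature, kinetic read over 30 min. Activity expressed relative to 6.5 mM cAMP.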
D3 antag: antagonists of human D3 dopamine receptor; P35462; D3R cells, DiscoveRx beta-arrestin luminescence, antagonist mode; stronger effect = lower value; max response, negative = inhibition, %; hit rate 2.5% among 360,000; AID 652054; in the data active = max response below about -50%; inconclusive = no clear call, values can overlap the other calls; note: % is set by controls: 0 for no effect and ±100 for the full control effect; mostly tested at two doses, the higher about 12 µM
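Cells plated overnight at 1500 cells/well, then exposed to library compounds with dopamine controls for 90 minutes at 37 degrees C. DiscoveRx reagent added for 30–60 minutes at room temperature; luminescence read, quantitative HTS format.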
TDP-43 yeast inh: rescues yeast growth from TDP-43 toxicity | TDP-43 expressing yeast growth rescue, BacTiter-Glo, 24 h | Potency, µM (series often up to 46.1 µM), for inactives: at the top dose growth rescue (activation), usual class: activators | hit rate 1.8% among 410,000; note: potency is the fitted concentration of half-maximal effect; % of control where 0% means no effect; nearly all actives have a fitted effect of over 50% in size
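Readout is BacTiter-Glo luminescence of cell growth, so inhibitors register as activators. TDP-43-expressing yeast at OD600=0.02 in galactose medium, after raffinose pregrowth to mid-log, were incubated with compound for 24 hr at 30 deg C.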
EPAC2 antag: EPAC2 (human) antagonism | hit rate 0.18% among 360,000 | EPAC2 GEF exchange of Rap1B-BODIPY-GDP, fluorescence | AID 720708 | Potency, µM (top dose mostly 114 µM), for inactives: top-dose activity, negative = inhibition, most hits filed as inhibitors; note: potency is the fitted concentration of half-maximal effect; % is set by controls: 0 for no effect and ±100 for the full control effect; nearly all actives have a fitted effect of over 45% in size; many of its hits are not listed in these tables
The depositor's hits bear a star; ? = inconclusive; · = not tested or not shown; [ ] = remark or other dose. Unless noted, calls come from the whole dose curve; as a rule, active = well fitted curve in the direction sought with a large enough effect; inconclusive = small, poorly fitted or top-dose-only effect, or another doubt; inactive = no such curve, though single readings can be large; an effect the other way counts as inactive or inconclusive. These rows are one share of the data; rates above refer to the full screens.

SMILES | FUS suppressor | Abeta rescue | aSyn rescue | DRD3 agonist | EPAC2 ag | D3 antag | TDP-43 yeast inh | EPAC2 antag
COc1ccc(OC)c(/C=N/NC(=O)c2cc3c(OC)cccc3[nH]2)c1 | -2% | -9% | 1% | -8 | 13% | 18 | 9% | -3%
O=C(Nc1cccc(C(F)(F)F)c1)c1ccc(F)c(S(=O)(=O)N2CCc3ccccc3C2)c1 | -5% | -14% | · | -11 | · | · | -1% | ·
Cc1cccnc1NC(=O)CCn1c(=O)oc2ccccc21 | 7% | -15% | 1% | 0 | 2% | 19 | 17% | 2%
O=C(NNc1cccc(Cl)n1)c1c(F)cccc1F | 4% | -9% | -2% | -14 | 3% | 6 | 15%[9.22 µM] | -2%
CC(C)=CC(=O)OCC(=O)NC1CCCc2ccccc21 (stereo unspecified) | -24% | -3% | 3% | 3 | 6% | 14 | 0% | -4%
N/C(=N\OC(=O)c1ccc([N+](=O)[O-])cc1)c1ccc(Br)cc1 | -6% | 7% | -8% | -2 | -1% | 25 | 15% | 9%
CCC(=O)Nc1cccc(C(=O)/C=C/c2cccs2)c1 | -15% | -46%[inhibitor] | -22% | 2 | 8% | -2 | 20% | 15%
O=C(O)[C@@H]1CCCN(S(=O)(=O)c2cccc3cccnc23)C1 | -5% | -18% | -3% | 10 | 2% | -17 | 22% | 0%
COC(=O)c1cnn(-c2ccc(C(=O)Nc3ccc(OC(F)(F)F)cc3)cc2)c1N | -26% | -9% | · | -3 | · | · | 12%[9.22 µM] | ·
CCCN1Cc2cccc(C(=O)NCCc3cccc(C)c3)c2C1=O | 30% | -27% | -16% | -2 | 12% | -27 | ? | -4%
CCc1ccccc1Nc1ncnc2c1cnn2-c1ccc(C)cc1C | ? | -6% | · | 1 | · | · | ? | ·
CN1c2cccc3cccc(c23)N(C)C1c1cccs1 | 10% | 6% | -8% | -3 | 13% | 0 | 5% | 6%
Cc1cc(C)c2c(CC(=O)N(Cc3ccc(N(C)C)cc3)Cc3ccco3)coc2c1 | 27% | 5% | · | 4 | · | · | -40%[inhibitor] | ·
Cc1ccc(Cl)cc1NC(=S)N1CCC(c2ccccc2)C1 (stereo unspecified) | 15% | ? | 15% | -9 | 5% | -10 | 16% | -9%
COc1cc(-c2[nH]nc3c2C(c2ccoc2)C(C#N)=C(N)O3)cc(OC)c1OC (stereo unspecified) | 6% | 19% | 0% | 5 | -19% | 15 | -4% | 0%[57.1 µM]
COc1ccc(-c2noc(CN(C)C(=O)c3ccoc3C)n2)cc1OC | 24% | -13% | -2% | -8 | 19% | -12 | -5% | -3%
COc1cc2c(cc1OC)C1=NC(=O)CN1C(SCc1ccc(C)cc1)=N2 | 7% | -9% | 1% | -1 | -11% | -8 | 2% | 12%
CCOC(=O)CSc1nnc(-c2ccc(OC)cc2)o1 | -15% | 0% | · | 5 | · | · | 0% | ·
CC(C)(CO)NC12CC3CC(CC(C3)C1)C2 | -7% | -2% | 0% | 1 | 5% | -14 | -13% | 5%
CC(C)OCCCn1c(SCC(=O)N2CCCC2=O)nc2ccccc2c1=O | 11% | -3% | 3% | 3 | -9% | 26 | -7% | -5%
Cc1ccc(NC(=O)Cn2cccc2)cc1 | 0% | 9% | -6% | 3 | 16% | -14 | 15% | 9%
Cn1cc(S(=O)(=O)NC[C@H]2O[C@@H](n3ccc(=O)[nH]c3=O)[C@H](O)[C@@H]2O)cn1 | -8% | 4% | -9% | 15 | 0% | 23 | 0% | 0%
COc1cccc(CN2CCC(C(=O)Nc3ccc(-c4cccc(C)c4)cc3)CC2)c1O | 14% | -6% | -5% | -5 | -6% | 2 | 10% | -3%
COC(=O)c1ccc(N=c2sc(C(=O)OC)cc(=O)n2C)cc1 | -30% | -1% | 1% | 4 | 8% | 2 | 12% | 7%
O=C(O)c1ccc(N/N=C/c2ccc(OC(=O)c3cccc(Cl)c3)cc2)cc1 | 12% | 13% | -3% | 6 | 2% | -12 | -5% | 25%
O=C(NNCC(O)COc1ccccc1)c1ccccc1 (stereo unspecified) | 6% | 9% | -2% | -12 | 0% | -7 | -13%[0.397 µM] | 1%
O=C(Cc1ccccc1)NCc1ccc2c(c1)OCO2 | ? | -10% | -2% | -5 | 9% | -29 | 5% | 26%
CC(=O)N1c2ccc(S(=O)(=O)N3CCCCCC3)cc2CC1C(=O)NCc1ccccc1C (stereo unspecified) | 0% | -7% | · | 4 | · | · | 10% | ·
Cc1nn(Cc2c(F)c(F)c(F)c(F)c2F)c(C)c1NC(=O)c1c(-c2ccccc2)nn(-c2ccccc2)c1C | 18% | -35% | 0% | 19 | -4% | 19 | -19% | -5%
CC(=O)Nc1ccc2sccc2c1 | -3% | -16% | 3% | 0 | 4% | 11 | 2% | 1%
O=C(C(Cc1ccccc1)N1C(=O)C2C3C=CC(C3)C2C1=O)N1CCCCC1 (stereo unspecified) | · | 3% | -13% | 0 | 8% | -5 | 29% | 0%
CN(c1ccccc1)c1cc(=O)[nH]c(=O)[nH]1 | 0% | -12% | -6% | 14 | 0% | 49 | -2% | -6%
CCCCN(C)S(=O)(=O)c1ccc(C(=O)Nc2sc3c(c2C(N)=O)CC(C)(C)NC3(C)C)cc1 | 19% | -11% | -13% | -10 | · | · | 20% | ·
Cc1ccc(NC(=O)CCSc2nc(C)cc(C)n2)cc1 | 2% | 14% | 5% | 2 | 0% | 10 | 4% | 6%
O=S(=O)(NCc1ccc(F)cc1)c1ccc2[nH]c3c(c2c1)CCCC3 | 27% | -7% | · | 7 | · | · | -79%[inhibitor] | ·
CN(c1ccccc1)S(=O)(=O)c1ccc(Cl)c(C(=O)OCC(=O)N2CCOCC2)c1 | 1% | -12% | 2% | 3 | -5% | 13 | -5%[9.22 µM] | 4%
C[C@H]1CNC(=O)C(=O)N1C[C@H](Cc1ccc(O)cc1)NC(=O)CC12CC3CC(CC(C3)C1)C2 | -14% | -3% | 1% | 3 | 5% | 7 | 7% | -6%
COc1ccc2c(C)cc(SCC(=O)Nc3cccnc3Cl)nc2c1 | 1% | -9% | -2% | 1 | 1% | -8 | 5% | -7%
COc1ccc(CNC(=O)CCc2nc(-c3ccc(OC)cc3)no2)cc1 | -3% | -1% | · | 1 | · | · | ? | ·
COc1ccc(CNC(=O)COC(=O)c2ccc(OCc3c(C)noc3C)cc2)cc1OC | · | 29% | -2% | 2 | -12% | -9 | 4% | -10%
CCC(C)(C)NC(=O)C(c1cccn1C)N(C(=O)Cn1nnc2ccccc21)c1ccc(F)cc1 (stereo unspecified) | 17% | 8% | 1% | 8 | -11% | 12 | 7% | -4%
CC(=O)Nc1cccc(-c2nn[nH]n2)c1 | 20% | -12% | 1% | 0 | 3% | -4 | -24% | 5%
COc1ccc(CCn2c(N3CCN(Cc4ccccc4)CC3)nc3c2c(=O)[nH]c(=O)n3C)cc1 | 4% | 7% | -7% | 0 | -4% | -18 | -6% | 3%
CCOc1ccc(-c2cccc(NS(=O)(=O)c3ccccc3[N+](=O)[O-])c2)nn1 | 39% | 14% | 0% | -2 | 4% | -2 | -2% | 4%
C#CCN(C[C@@H]1[C@@H](OC(=O)NCC2CCCCC2)[C@@H](OC(=O)NCC2CCCCC2)Cn2c(=O)n(CCCCCC)c(=O)n21)S(=O)(=O)c1ccc(C)cc1 | 23% | 4% | 0% | 2 | -1% | 1 | 0% | -1%
COCc1cc(=O)n2[nH]c(SC)nc2n1 | -2% | 16% | -8% | 3 | 6% | 1 | -1% | -2%
O=C(Nc1ccc2ncccc2c1)c1ccccc1Br | 13% | -20% | -11% | 3 | -2% | -4 | ? | 14%
CCOC(=O)C1(Cc2ccccc2)CCCN(CCCn2cccn2)C1 (stereo unspecified) | -23% | -8% | 0% | 0 | 1% | -1 | -6% | 7%
C[C@H]1CN([C@@H](C)CO)C(=O)Cc2cc(NC(=O)CCC(F)(F)F)ccc2O[C@H]1CN(C)Cc1ccc(C(F)(F)F)cc1 | 5% | 10% | 2% | 6 | -13% | 16 | 23% | -21%
COC(=O)c1ccc2c(=O)n(Cc3ccco3)c(SCC(=O)Nc3ccc(C)c(Cl)c3)nc2c1 | 6% | 8% | 1% | 7 | -6% | 6 | -2% | 7%
CCCCNC(=S)Nc1ccc([N+](=O)[O-])cc1 | -2% | -91%[inhibitor] | -37%[inhibitor] | -7 | 4% | -13 | 6% | 1%
Cc1ccc(C)c(Nc2ncccc2C(=O)NCc2cccs2)c1 | -15% | -54%[inhibitor] | 0% | -3 | 1% | 10 | ? | -24%
Cc1ccc(S(=O)(=O)c2c[nH]c3ccc(Cl)cc3c2=O)cc1 | 11% | 3% | 1% | 3 | -4% | -5 | -17% | -1%
Cc1cc(C)c2c(NC(=O)CCl)nn(C)c2n1 | -5% | -18% | -7% | -3 | 6% | 0 | -14% | 3%
C(=Nc1cccc2c(N=Cc3ccco3)cccc12)c1ccco1 | -19% | 13% | 0% | 1 | 12% | 2 | 18% | 5%
COc1cc(OC)cc(-c2oc(=O)c3cc(OC)c(OC)cc3c2C#CCCCO)c1 | -9% | 4% | 6% | 8 | -2% | 39 | 17% | 6%
Cc1ccc(CSCCC(=O)N2CCN(c3cc(C)ccc3C)CC2)cc1 | 29% | -3% | · | 1 | · | · | 14% | ·

Given with values under each structure: entries from further up
Below each SMILES – FUS suppressor	Abeta rescue	aSyn rescue	DRD3 agonist	EPAC2 ag	D3 antag	TDP-43 yeast inh	EPAC2 antag
> COC(=O)c1ccc2c(=O)n(Cc3ccco3)c(SCC(=O)Nc3ccc(C)c(Cl)c3)nc2c1
    6%	8%	1%	7	-6%	6	-2%	7%
> COc1cc(OC)cc(-c2oc(=O)c3cc(OC)c(OC)cc3c2C#CCCCO)c1
    -9%	4%	6%	8	-2%	39	17%	6%
> Cc1ccc(C)c(Nc2ncccc2C(=O)NCc2cccs2)c1
    -15%	-54%[inhibitor]	0%	-3	1%	10	?	-24%
> Cc1cc(C)c2c(NC(=O)CCl)nn(C)c2n1
    -5%	-18%	-7%	-3	6%	0	-14%	3%
> C(=Nc1cccc2c(N=Cc3ccco3)cccc12)c1ccco1
    -19%	13%	0%	1	12%	2	18%	5%
